Source: PubChem BioAssay (NCI)
NCI-60 one-dose screen, 48 h, at 10 µM unless noted. Numbers give growth in % (100 = growth as untreated, 0 = no growth, -100 = all killed).
HT29 – HT29 colon cancer. hit rate 7.4% among 81,000
COLO 205 – COLO 205 colon cancer; hit rate 7.3% among 79,000
NCI-H522 – NCI-H522 lung cancer; hit rate 8% among 78,000; AID 1794739
NCI-H460 – NCI-H460 lung cancer | hit rate 6.8% among 82,000 | AID 1794736
NCI-H226 – NCI-H226 lung cancer; AID 1794732; hit rate 3.5% among 79,000
NCI-H322M – NCI-H322M lung cancer; hit rate 2.7% among 80,000
HCT-15 – HCT-15 colon cancer | hit rate 5.2% among 82,000 | AID 1794746
SW-620 – SW-620 colon cancer; AID 1794795; hit rate 5.2% among 82,000
NCI-H23 – NCI-H23 lung cancer; hit rate 4% among 80,000; AID 1794731
* = called active by the depositor; . = not tested or not shown; ! = not confirmed by another sample. Rule for the calls: active = growth percent below 10; inactive = the rest.

SMILES | HT29 | COLO 205 | NCI-H522 | NCI-H460 | NCI-H226 | NCI-H322M | HCT-15 | SW-620 | NCI-H23
COc1ccc(-c2cn(-c3cc(OC)c(OC)c(OC)c3)c(=O)n2C(C)=O)cc1 | 85 | 119 | 74 | 106 | 88 | 100 | 91 | 96 | 95
COc1ccc(NC(=O)c2ccc(NC3=C(c4ccc(OC)cc4)C(=O)NC3=O)cc2)cc1 | 104 | 100 | 54 | 112 | 89 | 91 | 93 | 105 | 87
COc1ccc2nc(-c3ccccc3)cc(C(C)=O)c2c1 | 94 | 110 | 81 | 99 | 88 | 85 | 95 | 100 | 90
O=C(CCl)Nc1ccc([N+](=O)[O-])cc1[N+](=O)[O-] | 93 | 103 | 86 | 93 | 113 | . | 94 | 99 | 93
Cc1[nH]c(C(=O)Nc2ccc(C(N)=O)cc2N2CCOC(C)C2)c(Cl)c1Cl (stereo unspecified) | 118 | 124 | 95 | 102 | 90 | 95 | 94 | 109 | 96
CCOC(=O)c1ccc(Nc2nc(NN)nc(-c3ccc(F)cc3)c2C#N)cc1 | 98 | 119 | 98 | 112 | 116 | 109 | 109 | 111 | 110
C[C@@H]1C[C@H]2C(=O)O[C@@H](C)C(NC(=O)[C@H](Cc3cc(F)cc(F)c3)NC(=O)Nc3ccc(C4CC4)cc3F)C(=O)N3CCC[C@H]3C(=O)N3CCCC[C@H]3C(=O)N[C@@H](CO)C(=O)N2C1 (stereo partly specified) | 25 | -38* | 13 | 14 | -5.3* | 48 | 14 | 36 | 34
Cc1ccc(C(C)C)c(OC(=O)Nc2cccc3ccccc23)c1 | 97 | 100 | 77 | 113 | 105 | 93 | 105 | 105 | 94
Clc1ccc(Cc2ccc(Cl)cc2)cc1 | 90 | 104 | 91 | 99 | 101 | . | 100 | 112 | .
COc1ccc(Nc2ncnc3c2ncn3Cc2nnc3c4ccccc4c(Cl)nn23)cc1 | 94 | 105 | 85 | 104 | 77 | 80 | 80 | 116 | 91
COc1ccnc(CS(=O)c2nc3ccc(OC(F)F)cc3[nH]2)c1OC (stereo unspecified) | 106 | . | 74 | 108 | 109 | 111 | 90 | 101 | 101
CCN1C(=O)/C(=N\N=C(/C)c2ccc3c(c2)Nc2ccccc2S3)c2cc(Cl)ccc21 | 72 | 90 | 54 | 63 | 67 | 91 | 47 | 86 | 50
O=C(Nc1ccc(-c2nc3ccccc3[nH]2)cc1)c1ccc(Cl)c(Cl)c1 | 101 | 104 | 71 | 91 | . | 101 | 92 | 101 | 85
FC(F)(F)Oc1ccc2nc3nc4ccc[nH]c4cc3c2c1 | 74 | 95 | 75 | 46 | 57 | 72 | 87 | 87 | 65
O=Cc1c(OCc2cnnn2CC(=O)Nc2ccc([N+](=O)[O-])cc2)ccc2ccccc12 | 112 | 117 | 87 | 101 | . | 102 | 89 | 99 | 93
CCOC(=O)CNC(=O)CN(CC(=O)OC)C(=O)[C@@]1(C)CCC[C@]2(C)[C@H]3C[C@H]4C(C(C)C)=C[C@]3(CC[C@H]21)[C@@H]1C(=O)CCC(=O)[C@@H]14 | 107 | 122 | 78 | 112 | 96 | 102 | 89 | 109 | 94
Cc1cc(Cl)ccc1Nc1nc(C(F)(F)F)ccc1C(=O)N/N=C/c1ccccc1Cl | 15 | 4.4* | -2.7* | 5.7* | -12* | 9.5* | 23 | 20 | 17
O=C1c2[nH]c(=O)[nH]c(=O)c2CN1Cc1ccccc1 | 104 | 118 | . | 112 | 107 | 108 | 109 | 111 | 105
O=C(OCc1cc(=O)c(OC(=O)c2ccccc2)co1)c1ccccc1 | 116 | 111 | 106 | 108 | 111 | 114 | 110 | 116 | 107
Oc1ccc2ccccc2c1N=Nc1ccc(N=Nc2ccccc2)cc1 | 114 | 105 | 103 | 104 | 94 | 94 | 110 | 99 | 81
COc1ccccc1/C=C1\Oc2cc(OCCN3CCCC3)ccc2C1=O | 14 | 95 | 90 | 85 | 85 | 100 | 39 | 74 | 83
Nc1[nH]nc2c1-c1nc3ccccc3n1C(Nc1ccccc1)N2 (stereo unspecified) | 112 | 109 | 83 | 91 | 78 | 105 | 103 | 97 | 93
CCN(CC)c1ccc(/C=N/Nc2nc(-c3ccc(Cl)cc3)cs2)c(O)c1 | 80 | 109 | 78 | 109 | 77 | 96 | 78 | 100 | .
OC(CN1CCOCC1)C(c1ccccc1)c1ccccc1 (stereo unspecified) | 101 | 99 | 82 | 100 | 96 | 110 | 101 | 97 | 99
Cc1ccc(O)c(C=O)c1 | 87 | 100 | 62 | 106 | 94 | 118 | 112 | 105 | 99
CC(C)(O)C(C(=O)O)c1ccccc1 (stereo unspecified) | 102 | . | 93 | 106 | 85 | 96 | 107 | 105 | 99
COc1ccc(C(OCC2OC(n3ccc(NC(=O)c4ccccc4)nc3=O)C(O)C2O)(c2ccccc2)c2ccccc2)cc1 (stereo unspecified) | 8.5* | 40 | 68 | 15 | 30 | 109 | 21 | 56 | 55
COc1ccc2ccccc2c1 | 97 | 108 | 104 | 112 | 100 | 105 | 106 | 114 | 97
CCCCCN(CCCCC)C(=O)C(C)O (stereo unspecified) | 100 | 106 | 91 | 106 | 101 | 112 | 101 | 102 | 102
Cc1ccccc1C(=O)c1ccccc1C | 103 | 96 | 93 | 101 | 109 | 91 | 105 | 100 | 93
COc1ccccc1OCC(=O)Nc1sc2c(c1C(N)=O)CCC2 | 74 | 86 | 84 | 26 | 81 | 105 | 83 | 64 | 114
O=C(NCCNC(=O)c1cc(S(=O)(=O)NCCc2ccccc2)c(O)c(O)c1O)c1cc(S(=O)(=O)NCCc2ccccc2)c(O)c(O)c1O | 108 | 104 | 42 | 32 | 50 | 39 | 40 | 55 | 39
COc1cccc(-c2nc3occn3c2-c2ccnc(NCCCNS(=O)(=O)c3cccc(F)c3)n2)c1 | 51 | 45 | 75 | 83 | 62 | 107 | 83 | 115 | 90
COc1nc(N)nc(-n2c(-c3ccc(C)cc3)nc3ccccc32)c1NCc1ccc(C)cc1 | 95 | 108 | 80 | 105 | 89 | 90 | 95 | 98 | 96
C=CCSC1=NC2C(N(CC)C(=O)N2CC)N1/N=C/C=C/c1ccccc1[N+](=O)[O-] (stereo unspecified) | 92 | 115 | 76 | 107 | 95 | 95 | 100 | 105 | 97
N#Cc1c(-c2cccc(Cl)c2)cc(-c2ccncc2)[nH]c1=O | 116 | 103 | 94 | 106 | 98 | 95 | 103 | 105 | 101
NS(=O)(=O)c1cccc(Nc2nc(SCC(=O)c3ccccc3)nc3ccccc23)c1 | 101 | 104 | 85 | 96 | 89 | 98 | 99 | 95 | .
CN1CCC2(CC1)N=C(SCC(=O)Nc1cnc3ccccc3c1)C(c1ccc(Br)cc1)=N2 | -67* | -76* | -18* | 3.3* | 58 | 51 | 12 | -6.6* | 64
CC/C=C\C[C@H](F)C/C=C1/C(=O)C=C[C@@H]1C/C=C\CCCC(=O)OC | -31* | -28* | -27* | 1.3* | 25 | 45 | -33* | 14 | -13*
CCC1=C(c2ccc(OC)cc2)C(C)Oc2cc(OC(C)=O)ccc21 (stereo unspecified) | 102 | 103 | 79 | 93 | 83 | 116 | 86 | 91 | 82
O=[N+]([O-])c1cc2c(cc1Br)C1C(C3C2C(Cl)(Cl)C(Cl)=C(Cl)C3(Cl)Cl)C(Cl)(Cl)C(Cl)=C(Cl)C1(Cl)Cl (stereo unspecified) | 102 | 110 | 83 | 107 | 87 | . | 103 | 115 | .
CC(C)(C)c1nn(-c2ccccc2)c2c1COCN2Cc1ccc(F)cc1 | 81 | 104 | 36 | 82 | 88 | 107 | 108 | 84 | 87
COc1cc(OC)cc(C2CC(=O)Nc3c2c(C)nn3-c2nc3ccccc3[nH]2)c1 (stereo unspecified) | 23 | 51 | 4.0* | 5.9* | 36 | 60 | 37 | 24 | 5.5*
O=c1onc(-c2cc3ccccc3nc2Cl)n1-c1ccc(F)cc1 | 91 | 113 | 82 | 94 | 77 | 92 | 88 | 97 | 87
CCCCOc1ccc(/C=C2/SC(N3CCOCC3)=NC2=O)cc1OCC | 104 | 113 | 75 | 100 | 92 | 94 | 99 | 97 | 99
N#CC1=C(N)Oc2c(ccc3ccccc23)C1c1cc2ccccc2n2nnnc12 (stereo unspecified) | 8.7* | 48 | 12 | 11 | 54 | 34 | 12 | 9.6* | 37
O=C(Nc1ccc(Cl)cc1C1=NCC(CO)O1)c1ccccc1 (stereo unspecified) | 87 | 109 | 79 | 102 | 93 | 99 | 92 | 103 | 97
COC(=O)C1OCOC2C(C(=O)OC)OCOC12 (stereo unspecified) | 101 | 108 | 90 | 115 | 107 | 99 | 108 | 112 | 106
Nn1c(N/N=C/c2sc3ccccc3c2Br)n[nH]c1=S | 94 | 101 | 94 | 105 | 93 | 92 | 102 | 102 | 90
C=CC[Se]C(=O)Cc1c(C)n(C(=O)c2ccc(Cl)cc2)c2ccc(OC)cc12 | 9.3* | -32* | 8.5* | -6.7* | -20* | -30* | 7.0* | 5.7* | -18*
O=C(N/N=C/c1cccc(OCc2ccccc2)c1)c1cnn2c1NC(c1ccccc1)C2 (stereo unspecified) | 74 | 75 | 92 | 44 | 93 | 77 | 88 | 75 | 90
CCOC(=O)Nc1cc(OC)cc2ccc(C)nc12 | 100 | 123 | 101 | 102 | 103 | 108 | 95 | 101 | 95
C#CCNC(=O)c1cc(C(=O)c2ccc(Cl)cc2)n2ccc(C)cc12 | 97 | . | 82 | 91 | 77 | 102 | 97 | 100 | 93
Cc1ccc2sc3c(c2c1)Oc1nc[nH]c(=O)c1C3c1cccc(F)c1 (stereo unspecified) | 103 | 105 | 83 | 102 | 81 | 97 | 93 | 102 | .
COc1cc2c(cc1OCCCN1CCN(CCCOc3cc4c(cc3OC)C(=O)N3C[C@H](F)C[C@H]3C=N4)CC1)N=C[C@@H]1C[C@@H](F)CN1C2=O | 0.6* | -47* | -49* | 1.2* | 17 | -24* | 57 | -19* | 10
Cc1c(C#N)c2n(c1C)CCCC(=O)N2 | 110 | 111 | 101 | 117 | 110 | 127 | 99 | 112 | 106
CC1(C)C(=O)/C(=C\O)C[C@]2(C)[C@H]3C(=O)C=C4[C@@H]5C[C@@](C)(C(=O)O)CC[C@]5(C)CC[C@@]4(C)[C@]3(C)CC[C@@H]12 | 113 | 113 | 84 | 101 | 105 | 104 | 106 | 117 | 107
Nc1cc(Cc2ccccc2)ccc1O | . | 106 | 88 | 105 | 101 | 92 | 100 | 117 | 106
COc1ccc(-n2ncn(Cc3nc(-c4ccccc4)n[nH]3)c2=O)cc1 | 65 | 101 | 35 | 107 | 91 | 106 | 100 | 104 | 105
COc1ccc(-c2[nH]c(=S)nc3c2c(N)nn3-c2ccccc2)cc1 | 103 | 104 | 93 | 108 | 99 | 94 | 103 | 99 | 101

A different layout for some results above:
structure	HT29	COLO 205	NCI-H522	NCI-H460	NCI-H226	NCI-H322M	HCT-15	SW-620	NCI-H23
Nn1c(N/N=C/c2sc3ccccc3c2Br)n[nH]c1=S	94	101	94	105	93	92	102	102	90
C=CC[Se]C(=O)Cc1c(C)n(C(=O)c2ccc(Cl)cc2)c2ccc(OC)cc12	9.3*	-32*	8.5*	-6.7*	-20*	-30*	7.0*	5.7*	-18*
O=C(N/N=C/c1cccc(OCc2ccccc2)c1)c1cnn2c1NC(c1ccccc1)C2 (stereo unspecified)	74	75	92	44	93	77	88	75	90
CCOC(=O)Nc1cc(OC)cc2ccc(C)nc12	100	123	101	102	103	108	95	101	95
C#CCNC(=O)c1cc(C(=O)c2ccc(Cl)cc2)n2ccc(C)cc12	97	.	82	91	77	102	97	100	93
Cc1ccc2sc3c(c2c1)Oc1nc[nH]c(=O)c1C3c1cccc(F)c1 (stereo unspecified)	103	105	83	102	81	97	93	102	.
COc1cc2c(cc1OCCCN1CCN(CCCOc3cc4c(cc3OC)C(=O)N3C[C@H](F)C[C@H]3C=N4)CC1)N=C[C@@H]1C[C@@H](F)CN1C2=O	0.6*	-47*	-49*	1.2*	17	-24*	57	-19*	10
Cc1c(C#N)c2n(c1C)CCCC(=O)N2	110	111	101	117	110	127	99	112	106
CC1(C)C(=O)/C(=C\O)C[C@]2(C)[C@H]3C(=O)C=C4[C@@H]5C[C@@](C)(C(=O)O)CC[C@]5(C)CC[C@@]4(C)[C@]3(C)CC[C@@H]12	113	113	84	101	105	104	106	117	107

The list goes on:
SMILES | HT29 | COLO 205 | NCI-H522 | NCI-H460 | NCI-H226 | NCI-H322M | HCT-15 | SW-620 | NCI-H23
CCCCCCCCCC(=O)NC(C)(C)C(=O)N1CCC[C@H]1C(=O)N[C@@H](CC(C)C)C(=O)N[C@@](C)(CC)C(=O)N[C@@H](CCC(N)=O)C(=O)N[C@H](CCC(N)=O)C(=O)NC(C)(C)C(=O)NC(C)(C)C(=O)N[C@@H](CCC(N)=O)C(=O)N[C@H](CC(C)C)C(=O)N[C@H](CO)CC(C)C | -46* | -64* | -76* | -71* | -32* | -88*! | -80*! | -51* | -32*
CN(C)CC1C(=O)O[C@H]2[C@H]1CC/C(COC(=O)NCc1ccc(Cn3c(=O)sn(CCCI)c3=O)cc1)=C\CC[C@@]1(C)O[C@@H]21 (stereo partly specified) | -80* | -63* | -84* | 100 | -27* | 95 | 5.3* | -75* | 55
NC1=CC(=O)c2ccccc2C1=O | 95 | 104 | 89 | 90 | 92 | 97 | 61 | 107 | 40
O=C1Nc2ccc(Cl)cc2/C1=N\N=C\c1ccsc1 | 102 | . | 87 | 101 | . | 101 | 59 | 93 | 96
O=S(=O)(O)c1ccc(O)c(C2CCCCC2)c1 | 99 | 105 | 98 | 108 | 98 | 103 | 97 | 108 | 112
c1ccc2c(c1)CCC2c1ccc2ccccc2c1 (stereo unspecified) | 104 | 90 | 90 | 99 | 91 | 95 | 103 | 90 | 78
